# NSD2 inh: inhibitors of human histone methyltransferase NSD2. actives 0.54% (n = 310,000). NSD2 peptide methylation, AlphaScreen, 120 min. inhibition, % at 12.5 µM. O96028; in the data active = inhibition above about 50%
# SR-BI DiI-HDL act: activators of SR-BI mediated HDL lipid uptake; activation, % at 12.5 µM; CHO ldlA[mSR-BI] cells, DiI-HDL uptake fluorescence, 3 h; 100 = double the neutral-control signal; actives 0.096% (n = 320,000); AID 504775;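 active = mean replicate activation of at least 60% and every replicate at or above 60%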;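 note: 0% = median plate neutral-control signal and 100% = twice that signal; values of inactives mirror those of a sister screen read the other way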
#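 Material: SR-BI-overexpressing, LDLR-lacking CHO cells | Dosing: Single compound concentration, delivered by pin transfer | Probe or stimulus: Labelled HDL, 10 µg/mL | Signal: Bottom-read cell fluorescence after medium removal, ex 550/em 595 nm | Schedule: 3 h, 37 °C | Evaluation: HDL uptake via cellular fluorescence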
# RTF Ca sens inh: cardiac RTF calcium desensitization; inhibition, % at 7.15 µM; AID 493244; actives 0.12% (n = 340,000); P19429+P45379; IANBD-labeled cardiac RTF, Ca2+ fluorescence;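 active = inhibition above the mean inhibition of all tested compounds plus 3 SD, cut at about 17% in these data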;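 note: assay run at fixed EC70 calcium of 1.6 mM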
# Keap1-Nrf2 PPI: disrupts human Keap1 binding to Nrf2 peptide. inhibition, % at 9.4 µM. Keap1 Kelch-Nrf2 peptide fluorescence polarization, 1536-well. Q14145. actives 0.15% (n = 340,000); in the data active = inhibition above about 12%;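 note: human Keap1 Kelch domain with fluorescein labeled Nrf2 9mer peptide probe; 0% = neutral control wells and 100% = peptide positive control; higher means more block of Keap1 binding to Nrf2 peptide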
# Target sequence (Q14145 whole entry, looked up, the tested form may be a part): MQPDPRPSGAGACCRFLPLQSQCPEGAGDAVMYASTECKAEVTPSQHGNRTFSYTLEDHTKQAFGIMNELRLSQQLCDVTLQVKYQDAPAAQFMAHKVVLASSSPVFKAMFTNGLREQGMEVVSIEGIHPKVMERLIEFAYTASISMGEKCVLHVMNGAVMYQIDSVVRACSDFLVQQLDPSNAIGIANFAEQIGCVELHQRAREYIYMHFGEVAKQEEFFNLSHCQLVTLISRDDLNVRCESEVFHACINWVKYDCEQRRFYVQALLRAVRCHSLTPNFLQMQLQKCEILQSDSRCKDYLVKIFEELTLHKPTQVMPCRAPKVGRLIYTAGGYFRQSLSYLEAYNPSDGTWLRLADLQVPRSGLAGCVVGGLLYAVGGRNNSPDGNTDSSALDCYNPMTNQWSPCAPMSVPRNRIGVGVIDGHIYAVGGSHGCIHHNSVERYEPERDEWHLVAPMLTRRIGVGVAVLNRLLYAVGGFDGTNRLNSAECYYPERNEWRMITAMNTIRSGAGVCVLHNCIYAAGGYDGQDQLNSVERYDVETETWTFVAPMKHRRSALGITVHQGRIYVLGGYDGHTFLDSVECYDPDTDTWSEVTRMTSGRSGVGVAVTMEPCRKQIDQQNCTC
# PKA-R2B act: activates the human PKA-R2B holoenzyme complex. AID 504700. PKA-R2B holoenzyme dissociation, Cy5-IP20 fluorescence polarization; R2B truncated from residue 108, S112A mutant; 0% DMSO only, 100% 113 µM cGMP. P22694+P31323. actives 0.079% (n = 340,000). activation, % at 11.4 µM;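 active = activation above a cutoff set at the mean over all compounds plus 3 SD, cut at about 18% in these data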;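 note: higher means more holoenzyme dissociation and a rise in polarization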
# Arrestin-AP2 inh: inhibitors of human beta-arrestin and AP2 interaction; FITC-arrestin peptide / GST-AP2 beads, flow cytometry; AP2 beta2 appendage carries R879A mutation; inhibition, % at 10 µM; actives 0.31% (n = 340,000);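 active = inhibition above a set limit, near 3 SD of compounds lacking own fluorescence, cut at about 54% in these data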;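 note: plate controls were DMSO wells for no effect and 5 µM unlabelled arrestin peptide for full effect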
#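 Material – AP2 appendage R879A on GSH beads · Buffer or medium – PBS with 0.05% Tween 20 and 0.1% BSA · Probe or stimulus – fluorescein-tagged arrestin peptide at 50 nM final · Incubation – compound with beads 12 min RT, then probe 1 h RT · Detection – high-throughput flow cytometry of beads, ex 488, em 535 nm · Evaluation – percent response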
# DAGLB inh: diacylglycerol lipase beta (human) inhibition. HEK293T DAGLB membrane lysate, EnzChek fluorogenic substrate. inhibition, % at 5.17 µM. actives 0.059% (n = 340,000); in the data active = inhibition above about 34%;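 note: 0% = enzyme with vehicle and 100% = wells lacking enzyme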
# C-LANA FP: KSHV C-LANA DNA binding inhibition. inhibition, % at 9 µM. MBP-C-LANA/FAM-LBS DNA binding, fluorescence polarization. actives 0.078% (n = 340,000);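 active = highest replicate inhibition at or above 60% at 9 µM, even if other replicates fall short; inactive = all replicates below 60% inhibition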;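 note: 0% = neutral control wells and 100% = 4 µM acridine orange control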
# PvdQ inh: blocks Pseudomonas aeruginosa PvdQ acylase activity; purified PvdQ acylase, fluorescence plate reader; inhibition, % at 10 µM; actives 0.063% (n = 340,000); AID 488965; in the data active = inhibition above about 30%, passing the limit was not always enough;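 note: 0% = vehicle neutral wells and 100% = reference inhibitor wells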
# SR-BI DiI inh: mouse SR-BI HDL lipid transfer inhibition; ldlA[mSR-BI] CHO cells, DiI-HDL uptake fluorescence, 3 h; actives 0.96% (n = 320,000); inhibition, % at 12.5 µM; Q61009;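 active = mean replicate inhibition of at least 70% and a set share of replicates each scoring 70 or more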;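 note: 0% = median of neutral control wells and 100% = median of positive control wells; values of inactives mirror those of a sister screen read the other way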
# Target sequence (Q61009 whole entry, looked up): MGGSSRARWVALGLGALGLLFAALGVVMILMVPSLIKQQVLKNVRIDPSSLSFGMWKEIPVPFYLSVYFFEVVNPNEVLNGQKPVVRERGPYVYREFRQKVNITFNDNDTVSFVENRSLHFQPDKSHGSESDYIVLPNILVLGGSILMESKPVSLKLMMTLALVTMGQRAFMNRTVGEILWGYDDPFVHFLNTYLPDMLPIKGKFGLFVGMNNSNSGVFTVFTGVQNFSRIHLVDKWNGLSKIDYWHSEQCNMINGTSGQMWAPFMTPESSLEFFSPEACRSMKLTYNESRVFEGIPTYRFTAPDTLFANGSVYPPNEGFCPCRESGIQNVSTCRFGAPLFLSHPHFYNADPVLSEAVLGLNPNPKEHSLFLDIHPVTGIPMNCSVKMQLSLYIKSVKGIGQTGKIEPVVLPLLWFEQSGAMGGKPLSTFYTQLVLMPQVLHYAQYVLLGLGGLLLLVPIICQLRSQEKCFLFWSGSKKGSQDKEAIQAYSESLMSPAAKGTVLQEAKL
# The depositor's hits bear a star; · = not tested or not shown. Not all compounds are listed; count on the stated rates, not on these rows.
SMILES,NSD2 inh,SR-BI DiI-HDL act,RTF Ca sens inh,Keap1-Nrf2 PPI,PKA-R2B act,Arrestin-AP2 inh,DAGLB inh,C-LANA FP,PvdQ inh,SR-BI DiI inh
CCn1c(O)c(C(=O)CC2NCCc3ccccc32)c(=O)n(CC)c1=S (stereo unspecified),·,1,-16,-43,-14,2,0,-6.4,-4,13
O=C(Nc1cccc(Cl)c1)OC1CN2CCC1CC2 (stereo unspecified),-4,-40,-1,-1,7,44,-6,0.8,3,40
CC(=O)N1CCN(CCN=Cc2c(O)n(-c3ccc(C)cc3)c(=S)[nH]c2=O)CC1,-2,18,2,-3,-5,4,-1,-0.2,17,-18
COc1cccc(C(=O)C2CCCN(Cc3ccc4nsnc4c3)C2)c1 (stereo unspecified),2,4,-14,-9,-15,-17,-5,0.9,-3,-4
C[N+](C)(C)CC1CCCc2ccccc2C1=O (stereo unspecified),4,-6,-11,-4,1,-24,1,-1.4,-14,6
C=CCN1C(=O)/C(=C/c2ccc3c(c2)CCCN3CCC)C(=O)NC1=S,27,7,-1,-2,13,23,6,2.4,-4,-7
Cc1[nH]c2ccccc2c1C(=O)C(=O)N1CCC2(CC1)OCCO2,5,17,0,-8,-5,-14,2,-1.1,-2,-17
Cc1ccc2cccc(OC(=O)N3CCCC3)c2n1,0,-4,0,-6,1,1,1,0.7,-15,4
Oc1ccc(CCN2CCCCC2)cc1,-1,-10,-3,-4,6,3,3,-2.6,-8,10
COc1ccc2oc3c(c2c1)NC(=O)CN=C3c1ccccc1,3,-10,3,-4,2,16,0,-1.2,-8,10
CN1CCCN(c2ccc([N+](=O)[O-])nc2)CC1,13,·,-2,-1,4,24,-2,2.9,9,·
CCOc1cccc(=NC2CCCCC2)c2c(C)[nH]c(C)c12,29,0,-2,-1,2,17,2,-7.7,10,0
COC(=O)C1=C(c2c(C)noc2C)C[C@@H]2CC[C@H]1N2C(=O)NCCO,·,48,2,-2,2,2,-5,4.4,-6,-48
CCN1CCOC(c2ccccc2)C1 (stereo unspecified),-1,9,-5,-1,2,-13,-3,-0.7,-13,-9
CCCCN1C(=O)NC(=O)C2(Cc3cc(C)ccc3N(C)C2)C1=O (stereo unspecified),1,-10,-5,-2,-10,-2,-1,1.1,-15,10
CCCCn1c(=O)c(C(=O)NCc2ccncc2)c(O)c2ccccc21,7,18,-1,-3,-8,8,-3,0.3,-11,-18
CC(=O)N1CC(=O)Nc2ccc(Cl)cc2C1c1ccccc1 (stereo unspecified),-5,-4,-7,-7,4,5,-5,-0.3,-15,4
Cc1ccc(O)c(C(=O)c2cc(C(=O)NCc3ccccc3)c(=O)n(Cc3ccccc3)c2)c1,-1,-6,-19,3,-18,-2,-2,0.2,0,6
CC(=O)O[C@@H]1[C@H]2CC[C@@H]3[C@]1(C[C@@H](OC(C)=O)[C@@]1(O)C([C@@H]4O[C@@H]4C1(C)C)[C@]3(C)O)C[C@@]2(C)O (stereo partly specified),·,10,-6,-5,-9,2,0,1.4,-13,-10
Cc1ccc(Cn2cc(C=O)c(-c3ccc(C)cc3)n2)cc1,8,38,-8,-1,4,11,-7,-1.0,-9,-38
COc1ccc(CN2C(=O)NC(=O)/C(=C/c3ccc([N+](=O)[O-])s3)C2=O)cc1,36,14,-2,-8,-2,22,29,6.8,-9,-14
O=C(Cc1ccccc1F)N1CCN(CC(=O)N2CCCC2)CC1,-3,8,6,0,-1,-7,1,-0.2,-14,-8
COCCOC(=O)C1=C(N)Oc2c(c(=O)oc3ccccc23)C1c1ccncc1 (stereo unspecified),0,19,2,0,-5,-5,2,3.7,-4,-19
NS(=O)(=O)c1cccc(N2CCNCC2)c1,15,7,1,-6,-13,-3,0,2.7,-17,-7
O=C(CSC1c2ccccc2-c2ccccc21)N/N=C/c1ccccc1O,0,-64,-11,4,-15,27,7,0.9,-1,64
COc1ccc(CN2Cc3cnnn3-c3ccccc3C2c2ccccc2)cc1 (stereo unspecified),·,-7,-4,-2,-7,-2,-7,3.2,3,7
COc1cc(OC)c([C@H]2C=C(C)[C@H]3C[C@@H]2C3(C)C)c(OC)c1,2,-1,-4,5,-3,8,-7,0.2,-6,1
CCCCn1c(O)c(C(C)=NC(Cc2c[nH]c3ccccc23)C(=O)OC)c(=O)[nH]c1=O (stereo unspecified),0,-9,-4,-3,-11,-5,7,-1.7,-12,9
CCOCCCNC(=O)C1c2cc(OC)c(OC)cc2C(=O)N2CCCCC12 (stereo unspecified),-3,7,-9,2,1,11,-1,0.0,-8,-7
O=C1NC(=O)C(CCc2ccccn2)(Cc2cccc(Cl)c2Cl)C(=O)N1c1ccc(Br)cc1 (stereo unspecified),-3,10,-3,-3,4,17,2,-0.5,12,-10
CCOc1cc(C=O)ccc1O,·,9,-11,-4,-2,8,-1,0.2,11,-9
CN1C(=O)C2C[C@@]3(Br)c4ccccc4N(OOSc4ccccc4)[C@H]3N2C(=O)[C@@H]1Cc1ccccc1 (stereo partly specified),·,18,-29,0,-6,-6,1,-0.1,-4,-18
O=C(NN=Cc1ccc(N(CCCl)CCCl)cc1Cl)c1cccnc1,-1,-80,-9,-7,4,-8,2,0.2,-22,80*
CN1C2CCC1CC(OC(=O)c1cccc(O)c1)C2 (stereo unspecified),·,29,-3,-3,-2,-6,-1,-0.7,0,-29
CC(=NCCCN1CCOCC1)c1c(O)n(-c2ccccc2C)c(=O)[nH]c1=O,-2,7,-10,-6,-3,2,0,0.8,-5,-7
CC1(C)CN=C(NCc2ccccc2Cl)S1,-2,-7,-3,-4,-3,25,-1,-0.4,-1,7
CN(C)C(=O)Oc1cccc(OCc2n(C)c3ccccc3[n+]2C)c1,0,26,10,0,-8,-2,-3,-0.6,-3,-26
COC(=O)C1=C(c2ccc(OCc3ccccc3)cc2)C[C@@H]2CC[C@H]1N2C(=O)NCc1ccc(N(C)C)cc1,·,-4,5,4,-7,11,0,2.2,-7,4
COC(=O)C1=C(c2ccc(Cl)c(C(F)(F)F)c2)C[C@@H]2CC[C@H]1N2C(=O)N1CCC(C)CC1,·,-5,-3,-1,-6,-8,-11,1.3,6,5
COc1ccc(OC)c(CN2CCCC(C(=O)c3sccc3C)C2)c1 (stereo unspecified),12,·,-3,6,3,-3,-4,-0.3,-10,·
COC(=O)C1=C(c2ccc(S(C)(=O)=O)cc2)C[C@@H]2CC[C@H]1N2C(=O)NCC1CC1,·,12,-7,-5,2,4,4,2.4,-13,-12
Cc1cc(C=O)c(C)n1C1CC1,-1,3,1,-4,-9,6,1,3.1,-2,-3
CC(=O)Nc1ccc(OCCF)cc1,-4,12,-9,-2,-6,4,-4,0.0,-2,-12
CC(C)Cc1nnc(NC(=O)CCC(=O)N2CCN(CCOC(c3ccccc3)c3ccccc3)CC2)s1,0,-7,-8,0,-3,-7,1,-0.1,-8,7
CCCc1nnc(NC(=O)CCC(=O)N2CCC3(CC2)OCCO3)s1,-4,7,-6,0,-8,16,2,-0.5,-12,-7
CCN1CCN(c2ccc([N+](=O)[O-])cc2C#N)CC1,6,3,-16,2,-4,11,1,-0.4,0,-3
CCN1C[C@]2(CO)CC[C@H](OC)[C@@]34C5C[C@H]6[C@H](OC)C5[C@](O)(C[C@H]6OC)[C@@](O)(C(OC)C23)[C@@H]14 (stereo partly specified),·,17,-7,-5,2,6,-1,1.1,-14,-17
Cc1cccc(C#N)c1,·,8,4,1,-1,-4,1,-1.3,-14,-8
Oc1ccc2c3c1OC1c4[nH]c5ccccc5c4C[C@@]4(O)C(C2)N(CC2CC2)CC[C@]314 (stereo partly specified),·,8,-2,-2,0,11,0,-1.6,-12,-8
CC(C)n1nnnc1CN1CCN(C)CC1,11,11,-6,-3,-1,-1,3,-0.4,-27,-11

# Continued.
SMILES,NSD2 inh,SR-BI DiI-HDL act,RTF Ca sens inh,Keap1-Nrf2 PPI,PKA-R2B act,Arrestin-AP2 inh,DAGLB inh,C-LANA FP,PvdQ inh,SR-BI DiI inh
COC(=O)C1=C(c2cccc(OCc3ccccc3)c2)C[C@@H]2CC[C@H]1N2C(=O)NCCOc1ccc(OC)cc1,·,-60,-2,-4,-5,7,-1,1.4,-15,60
C/C(=N\Nc1ccccc1)c1c(O)n(-c2ccccc2)c(=O)[nH]c1=O,-1,6,-9,-5,-3,-1,-4,1.9,-17,-6
O=C(CN1CCOCC1)c1cccc2ccccc12,1,8,-5,2,-4,5,3,0.8,-14,-8
CCC(=NCc1ccco1)c1c(O)n(-c2ccccc2)c(=O)[nH]c1=O,-3,1,-2,1,-1,0,1,3.8,-2,-1
CCC(=O)OC(Cc1ccccc1)(c1ccccc1)C(C)CN(C)C (stereo unspecified),·,-10,-3,-5,-2,3,0,-1.4,-11,10
N#CCCn1cc(C(=O)Nc2ccc([N+](=O)[O-])cc2)c(-c2ccc3c(c2)OCCO3)n1,1,-1,-12,-2,-15,·,-3,-1.0,-4,1
S=C(NCCc1ccccc1)NCCc1cnc[nH]1,0,11,1,-1,8,3,-3,-0.1,-10,-11
CC(=NCCN1CCCCC1)c1c(O)n(-c2ccccc2)c(=O)[nH]c1=O,-1,9,2,2,7,27,1,-2.2,8,-9
c1ccc(C(CN2CCCCC2)c2ccccc2)cc1,1,3,4,-7,2,-4,0,0.7,-15,-3
CCCSP1(=S)NCCCO1 (stereo unspecified),0,-29,-7,0,-6,-2,-4,0.2,-8,29

# Single records, from the list above. Order of values: NSD2 inh, SR-BI DiI-HDL act, RTF Ca sens inh, Keap1-Nrf2 PPI, PKA-R2B act, Arrestin-AP2 inh, DAGLB inh, C-LANA FP, PvdQ inh, SR-BI DiI inh
# Profile of `N#CCCn1cc(C(=O)Nc2ccc([N+](=O)[O-])cc2)c(-c2ccc3c(c2)OCCO3)n1` : 1, -1, -12, -2, -15, ·, -3, -1.0, -4, 1
# Profile of `S=C(NCCc1ccccc1)NCCc1cnc[nH]1` : 0, 11, 1, -1, 8, 3, -3, -0.1, -10, -11
# Profile of `CCCSP1(=S)NCCCO1` (stereo unspecified) : 0, -29, -7, 0, -6, -2, -4, 0.2, -8, 29
# Profile of `C/C(=N\Nc1ccccc1)c1c(O)n(-c2ccccc2)c(=O)[nH]c1=O` : -1, 6, -9, -5, -3, -1, -4, 1.9, -17, -6

# (continued)
SMILES,NSD2 inh,SR-BI DiI-HDL act,RTF Ca sens inh,Keap1-Nrf2 PPI,PKA-R2B act,Arrestin-AP2 inh,DAGLB inh,C-LANA FP,PvdQ inh,SR-BI DiI inh
CCOC(=O)CSCCOc1ccc(C=C2C(=O)NC(=O)NC2=O)cc1OC,-5,-3,·,2,·,-13,·,-0.6,3,3
CCCC(C)C1C(C#N)=C(N)Oc2c1c(=O)oc1ccccc21 (stereo unspecified),·,5,-10,-2,6,19,1,0.0,-5,-5
COc1ccc(CN2CCN(Cc3ccccc3F)CC2)cc1,16,18,-5,-7,-3,12,-2,-1.0,-14,-18
O=c1[nH]c(=O)n(Cc2ccco2)c(O)c1C=NCCN1CCNCC1,19,9,-17,-2,9,1,-1,-2.8,-10,-9

# Bioassay records from PubChem BioAssay.
